# From PubChem BioAssay
# hgDAF-12 ag = agonists of H. glycines DAF-12 nuclear receptor; HEK293 GAL4-hgDAF12 UAS-luciferase reporter, agonist luminescence; normalized to butyrate control; activation, % at 6.8 µM; 370,000 compounds, 1.8% hits;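 active = activation above a cutoff set at the mean of all screened compounds plus 3 SD, cut at about 10% in these data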;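 note: 0% = DMSO wells and 100% = sodium butyrate wells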
# PLC-gamma1 inh = inhibitors of human phospholipase C gamma1; P19174; AID 720700; 370,000 compounds, 0.84% hits; inhibition, % at 12.2 µM; purified PLC-gamma1, fluorogenic substrate, fluorescence; in the data active = inhibition above about 9.5%
# DAX1 inh-1 = DAX1 (NR0B1) inhibition, primary screen; AID 652010; HEK293T StAR-luciferase reporter, SF-1/DAX-1 repression relief; inhibition, % at 6.8 µM; 370,000 compounds, 1.1% hits;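 active = inhibition above the mean over all tested compounds plus 3 SD, cut at about 3.6% in these data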;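 note: 0% = DAX-1 cells with DMSO and 100% = cells lacking DAX-1 with DMSO; higher inhibition means more luminescence from relief of DAX-1 repression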
# ssDAF12 agonist = activates DAF-12 receptor from parasite S. stercoralis | HEK293 ssDAF-12/GRIP1 lit1-tk-luc reporter, luminescence; % of 3 µM dafachronic acid response | activation, % at 6.8 µM | 370,000 compounds, 1% hits;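 active = activation above the mean over all tested compounds plus 3 SD, cut at about 0.9% in these data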;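 note: 0% = DMSO-only wells and 100% = 3 µM delta7-dafachronic acid wells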
# hcDAF-12 act = activators of H. contortus DAF-12 nuclear receptor. HEK293 hcDAF-12 lit1-tk-luc reporter, luminescence; 0% DMSO, 100% Δ7-dafachronic acid. 370,000 compounds, 1.4% hits. activation, % at 6.8 µM;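 active = activation above the mean of all tested compounds plus 3 SD, cut at about 5.5% in these data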;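 note: 100% = response to 3 µM Δ7-dafachronic acid high control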
# PLC-beta3 inh = blocks human PLC-beta3 enzyme activity. inhibition, % at 12.2 µM. Purified PLC-beta3, fluorogenic substrate, fluorescence. 370,000 compounds, 0.18% hits. Q01970. AID 720704; in the data active = inhibition above about 11%;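 note: 0% = median of compound wells on plate and 100% = full blocker control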
# DAX1 inh-2 = NR0B1 (DAX1) inhibition | P51843 | inhibition, % at 6.75 µM | 340,000 compounds, 0.99% hits | HEK293 Gal4-DAX1 luciferase reporter, luminescence | AID 504766;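 active = inhibition above the mean over all tested compounds plus 3 SD, cut at about 4.2% in these data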;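 note: 0% = DAX1-transfected cells with DMSO and 100% = empty-vector control cells with DMSO; inhibition shows as a rise in luminescence from relieved DAX1 repression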
# Target sequence (P51843 207-470 limits assumed): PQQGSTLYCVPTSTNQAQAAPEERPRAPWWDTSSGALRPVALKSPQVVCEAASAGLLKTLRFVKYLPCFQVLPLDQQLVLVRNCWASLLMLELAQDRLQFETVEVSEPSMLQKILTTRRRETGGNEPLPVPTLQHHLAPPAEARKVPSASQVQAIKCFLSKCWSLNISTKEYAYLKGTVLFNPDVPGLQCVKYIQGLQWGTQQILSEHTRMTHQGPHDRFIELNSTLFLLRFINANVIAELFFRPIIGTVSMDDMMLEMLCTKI
# ADAM10 inh = ADAM10 inhibition, QFRET primary screen | recombinant ADAM10, EDANS/DABCYL FRET peptide cleavage, 3 h | inhibition, % at 7 µM | 370,000 compounds, 0.62% hits | AID 720582;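 active = inhibition above a per-campaign cutoff equal to the mean of compounds falling between control-based bounds plus 3 SD, cut at about 20% in these data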;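 note: 0% = DMSO wells while the 100% control is not disclosed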
# GAA850 FXN act = increases GAA850 frataxin promoter reporter activity; HEK293 lucGAA850 FXN promoter luciferase reporter, 24 h; percent of 10 µM SAHA response; activation, % at 6 µM; 360,000 compounds, 0.56% hits;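 active = activation above the average of all compounds screened plus 3 SD, cutoff fixed separately per campaign, cut at about 7.5% in these data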;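 note: 0% = DMSO wells and 100% = 10 µM SAHA wells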
# ADAM17 inh = inhibits human ADAM17. P78536. recombinant ADAM17, EDANS/DABCYL FRET peptide cleavage. inhibition, % at 6.95 µM. 370,000 compounds, 0.83% hits. AID 720648;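 active = inhibition above the mean of compounds lying between control limits plus 3 SD, set per campaign, cut at about 8.5% in these data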;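 note: 0% = DMSO-only wells as the low control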
# Target sequence (P78536 215-824 limits assumed): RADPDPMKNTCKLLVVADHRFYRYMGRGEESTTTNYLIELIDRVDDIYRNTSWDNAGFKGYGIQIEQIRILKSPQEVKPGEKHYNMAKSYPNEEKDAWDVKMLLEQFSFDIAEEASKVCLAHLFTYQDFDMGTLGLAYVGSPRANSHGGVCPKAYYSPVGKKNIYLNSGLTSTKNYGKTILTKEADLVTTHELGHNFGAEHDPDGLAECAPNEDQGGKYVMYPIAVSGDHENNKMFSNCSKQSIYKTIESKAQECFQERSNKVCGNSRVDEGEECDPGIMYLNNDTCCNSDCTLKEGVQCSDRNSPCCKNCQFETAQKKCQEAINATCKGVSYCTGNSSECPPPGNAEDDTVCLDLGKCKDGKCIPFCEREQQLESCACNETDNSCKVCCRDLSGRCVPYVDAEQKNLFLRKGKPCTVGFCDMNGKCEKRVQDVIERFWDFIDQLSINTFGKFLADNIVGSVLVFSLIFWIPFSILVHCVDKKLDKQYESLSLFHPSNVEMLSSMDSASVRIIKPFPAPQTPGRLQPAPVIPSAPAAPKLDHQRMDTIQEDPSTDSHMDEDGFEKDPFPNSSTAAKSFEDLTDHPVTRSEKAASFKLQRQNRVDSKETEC
# sPLA2-III inh = Inhibits HGIII-sPLA2 liposome hydrolysis, primary screen | 370,000 compounds, 0.56% hits | QFRET BODIPY PC-A2 liposome hydrolysis, fluorescence | Q9NZ20 | inhibition, % at 12.2 µM;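 active = inhibition above mean plus 3 SD of compounds lying within the high and low control bounds, cut at about 19% in these data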;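 note: 0% = median of test compound wells and 100% = no enzyme DMSO wells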
# Active calls of the source: *; i = inactive; nt = not tested or not shown.
SMILES,hgDAF-12 ag,PLC-gamma1 inh,DAX1 inh-1,ssDAF12 agonist,hcDAF-12 act,PLC-beta3 inh,DAX1 inh-2,ADAM10 inh,GAA850 FXN act,ADAM17 inh,sPLA2-III inh
COC(=O)C[C@H]1C=C[C@@H](NC(=O)Nc2cccc(OC)c2)[C@@H](CO)O1,1.4,2.2,0.7,-0.7,0.0,-1.0,nt,-5.2,nt,2.6,7.5
Cc1ccccc1N1C(=O)CC(N2CCC(C(N)=O)CC2)C1=O (stereo unspecified),-0.6,-1.7,0.2,-0.9,-2.4,-1.6,0.7,-9.9,4.4,-3.9,2.4
COc1ccc(CNc2nc3c(c(=O)n(Cc4ccc(Br)cc4)c(=O)n3C)n2C)cc1,0.0,2.0,0.8,-1.1,-1.2,-0.9,2.0,-5.6,-3.8,0.0,-0.4
COC(=O)c1c(NC(=O)C2CC=CCC2C(=O)O)sc2c1CCCCC2 (stereo unspecified),-0.2,-19.9,0.7,-0.9,-0.5,-27.9,0.6,-13.8,1.4,-3.5,-9.2
O=C(NCc1ccc(Cl)cc1)c1ccc2nc[nH]c2c1,-0.4,-0.2,-0.6,-1.1,-1.1,3.5,-0.2,4.2,0.0,-0.4,-7.0
O=C1Nc2ccc(S(=O)(=O)N3CCCCCC3)c3cccc1c23,-3.5,-308.5,0.0,-1.1,-1.9,-404.2,-1.1,-108.3,1.1,-28.8,-8.4
COc1ccccc1NC(=O)/C(=C/c1cccc([N+](=O)[O-])c1)c1ccccc1,1.6,7.3,0.2,-1.0,-1.6,0.5,-0.8,-6.9,0.7,3.0,17.1
CCN1CCN(CCOc2cccc(Cl)c2Cl)CC1,-3.1,3.1,0.2,-1.3,-0.2,-6.1,1.6,-12.0,0.2,-1.2,7.0
C=CCc1c(C)nc(SC)nc1Nc1ccccc1,0.7,-1.5,-1.1,-1.4,-2.9,-4.8,-0.9,-3.4,4.0,-5.3,-3.9
Cc1cc(C(=S)N2CCOCC2)c(C)n1-c1ccc(Cl)cc1,-1.2,0.4,-0.1,-1.0,-0.3,1.9,-0.2,1.1,2.2,0.9,-0.7
O=C(NC1CC1)c1ccc(NC(=O)C2CCCCC2)cc1,0.0,3.4,1.4,-0.9,-0.3,0.9,0.9,-11.3,1.1,-4.7,17.0
CC1CC(C)CN(C(=O)COC(=O)c2ccc3c(c2)OCO3)C1 (stereo unspecified),1.2,3.0,1.8,-0.7,0.1,-2.2,-0.2,-35.9,1.8,-1.8,5.3
CCN(CC)CCNC(=O)CNC(=O)c1nn(-c2ccc(OC)cc2OC)c(=O)c2ccccc12,1.9,-0.5,-0.1,-0.6,0.4,-4.0,-0.5,-1.5,2.7,-0.6,3.8
N#CC(C#N)=C1C=C2C=C(N3CCCCCC3)CCC2CC1 (stereo unspecified),-0.1,-82.8,-0.4,-1.5,-3.1,-95.9,-1.4,-15.4,3.0,9.7*,i
C#CCN(CC=C)C(=O)c1cccc(OC2CCN(S(C)(=O)=O)CC2)c1,3.3,1.2,-0.9,-1.0,2.2,-1.7,-0.1,9.1,1.8,-0.6,-1.6
O=C(Cn1nnc2ccccc2c1=O)NC1CCCCC1,1.1,1.9,0.2,-0.8,3.5,0.4,0.5,5.4,1.9,-2.3,2.0
Cc1cc(C)n(-c2nc3ccccc3nc2N2CCN(S(=O)(=O)c3ccc(F)c(C)c3)CC2)n1,-0.6,-0.3,0.0,-1.5,-0.9,-0.1,1.1,-10.6,-2.1,-3.3,16.3
CCOP(=O)(OCC)/C(C#N)=C/c1c[nH]c2ccccc12,-2.6,-0.8,-0.5,-1.1,-2.0,-5.0,1.2,-1.9,-1.3,-2.4,-8.6
CCOc1ccc(OCC(=O)OCC(=O)N2CCN(C(=O)c3ccco3)CC2)cc1,0.2,0.5,0.4,-1.2,-0.3,-8.2,-1.0,3.1,0.3,2.7,12.8
O=C(Nc1ccc(OC(=O)c2cccs2)cc1)c1ccco1,1.3,2.3,0.3,-0.1,-0.5,2.5,1.2,0.9,-0.2,-9.0,0.3
O=C(CSc1nc2ccccc2c(=O)n1CC1CCCO1)NCc1ccccc1 (stereo unspecified),-0.1,0.1,-0.3,-1.0,-1.3,-5.1,1.5,2.3,1.8,1.8,-5.2
O=S1(=O)CC(N2CCC(c3ccccc3)CC2)CN1Cc1cn(Cc2ccc(C(F)(F)F)cc2)nn1 (stereo unspecified),-2.1,-2.3,-1.4,-1.1,-0.6,-0.9,nt,-9.9,nt,-1.9,-3.9
CC(C)CNC(=O)c1c(F)c(F)c(F)c(F)c1F,3.9,1.8,1.7,0.3,4.0,1.1,1.0,-5.2,-1.8,-2.2,6.7
CC1(C(=O)NCc2ccccc2)CSCC(=O)N1Cc1cccc(F)c1 (stereo unspecified),-2.8,1.4,-0.2,-1.4,-1.3,3.5,nt,-4.2,nt,-1.8,-1.7
CCCCSc1nnc(CCCCCNC(=O)OC(C)(C)C)o1,-0.9,0.1,-1.2,-1.9,-0.9,4.2,0.1,1.5,-0.6,0.3,-2.1

# Reprinted from the listing for reference:
SMILES,hgDAF-12 ag,PLC-gamma1 inh,DAX1 inh-1,ssDAF12 agonist,hcDAF-12 act,PLC-beta3 inh,DAX1 inh-2,ADAM10 inh,GAA850 FXN act,ADAM17 inh,sPLA2-III inh
CC1(C(=O)NCc2ccccc2)CSCC(=O)N1Cc1cccc(F)c1 (stereo unspecified),-2.8,1.4,-0.2,-1.4,-1.3,3.5,nt,-4.2,nt,-1.8,-1.7
CCCCSc1nnc(CCCCCNC(=O)OC(C)(C)C)o1,-0.9,0.1,-1.2,-1.9,-0.9,4.2,0.1,1.5,-0.6,0.3,-2.1

# Back to the main list, repeating the 2 entries before the break.
SMILES,hgDAF-12 ag,PLC-gamma1 inh,DAX1 inh-1,ssDAF12 agonist,hcDAF-12 act,PLC-beta3 inh,DAX1 inh-2,ADAM10 inh,GAA850 FXN act,ADAM17 inh,sPLA2-III inh
CC1(C(=O)NCc2ccccc2)CSCC(=O)N1Cc1cccc(F)c1 (stereo unspecified),-2.8,1.4,-0.2,-1.4,-1.3,3.5,nt,-4.2,nt,-1.8,-1.7
CCCCSc1nnc(CCCCCNC(=O)OC(C)(C)C)o1,-0.9,0.1,-1.2,-1.9,-0.9,4.2,0.1,1.5,-0.6,0.3,-2.1
C=CCn1cc(C(=O)NCc2ccc3c(c2)OCO3)c(=O)c2cc(S(=O)(=O)N(CC)CC)ccc21,-2.3,-1.6,-0.2,-1.3,-3.0,-1.8,0.6,5.0,0.9,1.2,-16.5
COc1ccc([N+](=O)[O-])cc1NC(=O)C(C)OC(=O)Cn1[nH]c(=O)c2ccccc2c1=O (stereo unspecified),-0.5,5.1,0.7,0.0,0.7,-3.1,0.4,-14.0,-0.2,-4.2,7.7
COCC(C)n1c(C)cc(C(=O)Cn2nc(C(=O)O)c3ccccc3c2=O)c1C (stereo unspecified),1.8,-2.7,0.1,-2.0,-2.2,2.1,-1.1,-9.4,1.9,-3.5,-6.8
O=C(CCn1ccc2cc(S(=O)(=O)N3CCCC3)ccc21)NCCc1ccccc1,1.4,1.4,-0.4,-0.4,-0.9,-4.8,0.8,6.4,0.3,-0.5,-6.2
COc1ccccc1-c1nnc2sc(COc3ccc(F)cc3)nn12,-1.5,-1.8,0.6,-0.6,-1.8,0.5,-1.6,14.9,0.6,-0.4,-2.7
Cc1ccc(N(CC(=O)Nc2ccc(-c3nc4ccc(C)cc4s3)cc2)S(C)(=O)=O)cc1,11.8*,-47.4,4.4*,0.9*,4.0,-64.8,0.7,-207.8,-0.6,-70.7,-2.6
COCCNC(=O)C(c1cccc(OC)c1)N(C(=O)Cn1nnc2ccccc21)c1cccnc1 (stereo unspecified),-1.1,3.1,0.5,-1.2,-1.4,4.7,-0.2,11.9,0.9,-0.9,3.0
CCS(=O)(=O)c1ccc2oc(Nc3ccccc3Br)nc2c1,8.1,0.4,2.1,-0.4,1.1,-8.7,2.7,-7.4,4.5,-3.1,4.1
CCn1c(C(C)NC(=O)Cc2ccccc2)nc2ccccc21 (stereo unspecified),-0.5,-1.0,0.0,-1.1,-1.9,0.4,0.4,-3.8,0.0,-3.7,3.1
Cn1ncc(Cl)c(Oc2ccc(Cl)cc2)c1=O,-0.4,1.4,-0.1,-1.4,0.4,6.9,-0.2,2.7,0.3,3.5,4.5
Cc1ccccc1S(=O)(=O)NC(=O)C1(C)CCN1C(=O)c1ccccc1CCc1ccccc1 (stereo unspecified),-0.5,-2.0,0.7,-1.0,0.6,-0.3,nt,-7.0,2.4,-4.0,-19.1
[O-][n+]1cccc2c(Br)cc(Br)c(O)c21,0.9,-14.1,0.3,-0.8,2.4,-14.9,4.5*,-16.7,1.3,-4.4,1.0
Cc1ccc(C(=O)C2C(c3cccs3)NC(=O)NC2(O)C(F)(F)F)cc1 (stereo unspecified),-0.1,0.2,0.3,-0.2,-2.1,2.1,-0.2,16.3,-0.3,-0.9,-6.7
CC(C)Oc1ccc(C(=O)NCC(=O)O)cc1,0.2,5.6,0.0,-1.1,1.2,2.0,0.9,12.6,0.6,-1.6,0.5
COCC1OS(=O)(=O)NC(CC(=O)SC(C)(C)C)C1C (stereo unspecified),1.3,0.6,-0.2,-1.2,-2.2,2.3,0.2,2.9,0.9,-2.4,4.5
COc1cccc(C2NC(=O)NC(C)=C2C(=O)Nc2cccc(C)c2C)c1 (stereo unspecified),0.8,-1.6,1.4,-1.5,-0.7,2.8,0.9,3.1,0.1,0.9,-4.6
Cc1nc2ccc(NC(=O)c3nn(C(C)C)c(=O)c4ccccc34)cc2s1,-2.7,-7.3,-0.9,-1.8,-3.3,-8.3,-1.0,6.0,2.0,1.7,-20.9
CC(CCc1ccccc1)NC(=O)COC(=O)c1cccc2ccccc12 (stereo unspecified),-0.8,-7.2,0.2,-1.3,0.6,-8.2,0.4,-43.4,-0.2,-9.2,-15.5
COc1ccc2nc(-c3ccco3)c(-c3ccco3)nc2c1,-2.2,-122.9,0.0,-1.4,-0.2,-133.9,0.6,-144.0,1.2,-48.0,-9.0
C/C(=N\N1CCN(c2ccccc2)CC1)c1ccc(O)cc1,0.5,5.6,0.5,-1.6,-0.8,-3.1,-0.5,-5.8,1.0,3.6,14.6
CC1CCC(NC(=O)c2cc3c(s2)CCCC3)CC1 (stereo unspecified),14.5*,1.8,6.1*,-0.2,2.0,2.5,1.9,2.3,2.8,7.3,7.4
CCN(CC)c1ccc(/C=N/OCC(=O)N2CCCc3ccccc32)cc1,1.7,-2.3,-0.8,-0.8,-1.4,-11.1,-1.2,-19.4,1.1,-2.9,11.5
CCCCCCNC(=O)C(C#N)c1nc2ccccc2nc1N1CCCC1 (stereo unspecified),0.3,-22.1,0.0,-1.1,0.5,-27.6,-1.2,-38.0,-2.4,-11.7,-1.3
COc1cc(CNc2ccc3[nH]c(=O)[nH]c3c2)ccc1OCc1ccc(C)cc1,11.5*,-80.7,1.9,0.8,4.2,-118.8,-1.9,-93.0,9.0*,-45.2,7.0
O=[N+]([O-])c1ccc(CSc2nnc(SCc3ccccc3)s2)cc1,-0.1,4.0,-0.5,-1.4,-1.4,2.7,0.4,7.9,-0.4,4.0,-3.1
